CAL PDZ FP-1: CAL PDZ peptide-binding inhibitors, primary screen, biochemical, fluorescence polarization, Cer-tagged CAL PDZ, HTS | 330,000 tested, 0.02% active | inhibition, % at 20 µM | purified CAL PDZ, TMR-peptide fluorescence polarization, 1 h | AID 504414, 2011 | Golgi-associated PDZ and coiled-coil motif-containing protein (Homo sapiens), Q9HD26;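 active = highest replicate inhibition of at least 40%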;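 note: plate controls were DMSO neutral control wells for no effect and unlabeled competitor peptide control wells for full effect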
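Read-out basis: mP drop reported as inhibition | Assay system: Tagged CAL PDZ protein CerCALP, purified | Benchmarks: Unlabelled peptide for full inhibition, DMSO wells as neutral | Schedule: 1 h incubation at room temperature before polarization reading | Buffer or medium: Sodium phosphate/NaCl buffer pH 7.4 with TCEP, IgG, Thesit | Doses: Single point, 20 µM | Measured by: Fluorescence polarization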
Tat transport: E. coli Tat export inhibitors, primary screen, MC4100, TorA-mCherry reporter, fluorescence, single point | inhibition, % at 10 µM | 340,000 tested, 0.036% active | AID 488895, 2010;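 active = mean replicate inhibition at least 50% and at least half of replicates individually reaching 50%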;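 note: exported cargo escapes ClpAP degradation while cytoplasmic cargo is degraded and loses fluorescence; 0% = median of neutral control wells and 100% = median of NaSCN control wells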
MITF act: activators of MITF-driven TRPM1 promoter reporter, primary screen, cell-based, SK-MEL-5, luciferase, single point; 300,000 tested, 0.75% active; SK-MEL-5 TRPM1-promoter luciferase, 24 h; % of positive control, neutral wells = 0; activation, % at 12.5 µM;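 active = mean activation of at least 80% with every replicate also reaching 80%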;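 note: 0% = neutral control wells and 100% = parthenolide positive control wells; values of inactives mirror those of a sister screen read the other way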
V-ATPase pHluor: regulators of yeast V-ATPase proton pumping, primary screen, pHLuorin cytosolic pH fluorescence; S. cerevisiae; response, % at 10 µM; 350,000 tested, 0.37% active; AID 504577, 2011; in the data active = response mostly above about 7.3%, no sharp cut-off; inactive = mostly below about 5.4%; note: actives read high; inactives centre near 0; some compounds called inactive have numbers as strong as hits
Wnt bcat act: Wnt/beta-catenin pathway activators, primary screen, cell-based, plate reader, single point; Wnt/beta-catenin reporter cell assay, activator; activation, % at 9.35 µM; 300,000 tested, 1.2% active; AID 743398, 2014; in the data active = activation above about 30%, passing the limit was not always enough;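 note: 0% = neutral control wells and 100% = positive control wells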
Rtt109 Vps75: inhibitors of C. albicans Rtt109/Vps75 HAT, primary screen, biochemical, ThioGlo CoA-SH fluorescence, plate reader | 330,000 tested, 0.16% active | inhibition, % at 34.9 µM | Histone acetyltransferase RTT109 (Candida albicans (strain SC5314 / ATCC MYA-2876)), … | AID 540336, 2011 | purified Rtt109/Vps75, 4 h;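 active = inhibition of at least 50% in every replicate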
Target sequence (Q5AAJ8 whole entry, looked up): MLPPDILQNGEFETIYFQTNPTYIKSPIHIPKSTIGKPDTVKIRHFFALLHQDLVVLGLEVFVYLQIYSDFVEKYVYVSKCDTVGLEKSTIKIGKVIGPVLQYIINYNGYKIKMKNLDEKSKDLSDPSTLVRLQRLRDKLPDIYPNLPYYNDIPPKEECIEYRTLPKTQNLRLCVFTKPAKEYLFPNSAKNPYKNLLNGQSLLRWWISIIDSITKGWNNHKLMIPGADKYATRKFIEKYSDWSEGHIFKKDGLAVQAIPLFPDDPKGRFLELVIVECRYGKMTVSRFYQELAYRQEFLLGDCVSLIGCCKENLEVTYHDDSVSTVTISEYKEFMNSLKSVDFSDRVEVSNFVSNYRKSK
CDK5 p35 inh: inhibitors of human CDK5/p35 kinase, primary screen, biochemical, single concentration. Recombinant CDK5/p35, ADP-Glo luminescence, 60 min. inhibition, % at 10 µM. 330,000 tested, 0.01% active;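 active = highest replicate inhibition of at least 50% and at least 75% of replicates reaching 50%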;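 note: plate controls were DMSO neutral control for no effect and GW8510 at 10 µM for full effect; many of its hits are not listed in these tables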
Target sequence (Q00535 whole entry, looked up): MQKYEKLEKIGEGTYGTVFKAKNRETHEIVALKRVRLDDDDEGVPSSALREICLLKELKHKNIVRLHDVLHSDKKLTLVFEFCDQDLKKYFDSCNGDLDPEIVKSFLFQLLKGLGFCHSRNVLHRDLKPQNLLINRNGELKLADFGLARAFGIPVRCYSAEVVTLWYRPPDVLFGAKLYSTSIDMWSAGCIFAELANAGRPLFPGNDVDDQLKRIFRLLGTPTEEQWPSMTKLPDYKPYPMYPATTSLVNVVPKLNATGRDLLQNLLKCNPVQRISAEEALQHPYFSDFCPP
Target sequence (Q15078 whole entry, looked up): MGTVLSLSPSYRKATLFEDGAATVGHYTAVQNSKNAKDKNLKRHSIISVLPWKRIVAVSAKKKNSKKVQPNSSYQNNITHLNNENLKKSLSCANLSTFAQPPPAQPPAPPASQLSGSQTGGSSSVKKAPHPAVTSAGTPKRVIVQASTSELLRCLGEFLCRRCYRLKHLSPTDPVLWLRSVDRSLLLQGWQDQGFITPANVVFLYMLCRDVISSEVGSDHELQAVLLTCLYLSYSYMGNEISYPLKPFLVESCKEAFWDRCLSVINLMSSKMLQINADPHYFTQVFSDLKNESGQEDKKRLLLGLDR
CAL PDZ FP-2: untagged CAL PDZ binding inhibitors, primary screen, biochemical, fluorescence polarization, HTS; Golgi-associated PDZ and coiled-coil motif-containing protein (Homo sapiens), Q9HD26; purified CAL PDZ, TMR-peptide fluorescence polarization, 1 h; inhibition, % at 24.9 µM; 300,000 tested, 0.92% active; AID 602252, 2012;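 active = mean inhibition of at least 30% with at least half of replicates also reaching 30%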;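 note: 0% = DMSO neutral control and 100% = excess unlabeled competitor peptide PRC23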
dFosB activator: activators of delta FosB homodimer, primary screen, biochemical, fluorescence polarization, TAMRA-CDK5 oligo, single point. activation, % at 25 µM. 340,000 tested, 0.99% active. purified delta FosB; percent of positive-control signal above neutral wells. AID 493131, 2011;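 active = mean activation above about 17%, with every replicate also reaching it, limit read from the data, passing the limit was not always enough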;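 note: fluorescence polarization rise as delta FosB binds a TAMRA Cdk5 AP-1 oligo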
cardiac RTF act: cardiac RTF calcium sensitivity activators, primary screen, biochemical, IANBD-TnC fluorescence, EC20 calcium; Troponin I, cardiac muscle (Homo sapiens) + Troponin T, cardiac muscle (Homo sapiens) + …; IANBD-labeled TnC RTF fluorescence at EC20 calcium; 0% EC20 calcium, 100% full calcium; activation, % at 7.2 µM; 340,000 tested, 0.24% active; AID 493008, 2010;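 active = activation above the mean over all tested compounds plus 3 SD, cut at about 30% in these data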;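 note: rise in fluorescence read as greater calcium sensitivity of cardiac thin filaments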
Numbers without * were called inactive; . = no result given.

Start of the data: the first 3 records, to show the layout:
SMILES	CAL PDZ FP-2	Wnt bcat act	V-ATPase pHluor	CDK5 p35 inh	CAL PDZ FP-1	Tat transport	cardiac RTF act	dFosB activator	Rtt109 Vps75	MITF act
O=C(O)C1CCCN1S(=O)(=O)c1cccc(S(=O)(=O)N2CCCC2C(=O)O)c1 (stereo unspecified)	2	-3	-2	-1.1	-2.1	-4	5	-1	-6	6
CCOc1cc(/C=N/NC(=O)CSc2nncn2C)ccc1OCC(N)=O	-1	0	-6	-1.3	-0.8	-9	-1	1	-2	1
COc1ccc(-c2cc(=O)oc3cc(OC(C)C(=O)Nc4ccc(CN5CCOCC5)cc4)ccc23)cc1 (stereo unspecified)	2	-1	-3	1.3	-5.4	3	-1	29*	18	7

Main list, from the start:
SMILES	CAL PDZ FP-2	Wnt bcat act	V-ATPase pHluor	CDK5 p35 inh	CAL PDZ FP-1	Tat transport	cardiac RTF act	dFosB activator	Rtt109 Vps75	MITF act
O=C(O)C1CCCN1S(=O)(=O)c1cccc(S(=O)(=O)N2CCCC2C(=O)O)c1 (stereo unspecified)	2	-3	-2	-1.1	-2.1	-4	5	-1	-6	6
CCOc1cc(/C=N/NC(=O)CSc2nncn2C)ccc1OCC(N)=O	-1	0	-6	-1.3	-0.8	-9	-1	1	-2	1
COc1ccc(-c2cc(=O)oc3cc(OC(C)C(=O)Nc4ccc(CN5CCOCC5)cc4)ccc23)cc1 (stereo unspecified)	2	-1	-3	1.3	-5.4	3	-1	29*	18	7
CSc1ncc(CN2CCc3c([nH]c4ccccc34)C2C(C)(C)C)cn1 (stereo unspecified)	-3	-2	-4	0.9	-0.6	-1	-6	-5	-2	-26
CC(C)CN(C(=O)COC(=O)/C=C/c1cccs1)c1c(N)n(Cc2ccccc2)c(=O)[nH]c1=O	-10	-6	4	-2.1	-1.4	-1	-4	34*	0	-8
Cc1cc(C(=O)N2CCN(C/C=C/c3ccccc3)CC2)cs1	-5	-2	-2	1.6	.	4	3	-4	0	-5
CCN(CC)CCNC(=O)C1c2cc(OC)c(OC)cc2C(=O)N2CCc3ccccc3C12 (stereo unspecified)	4	.	2	0.7	-1.7	6	5	-5	-4	4
COc1ccc(/C=N/Nc2nc(=O)[nH]nc2C)cc1[N+](=O)[O-]	-4	0	-1	0.1	-1.9	5	-2	5	-2	13
CCC(NC(=O)Nn1cnnc1)(C(F)(F)F)C(F)(F)F	-5	-3	-3	1.3	-0.7	-10	0	3	6	.
COCCNC(=O)NC(=O)COC(=O)C1(c2ccc(Cl)cc2)CC1	-6	0	-3	-1.1	-1.0	3	5	-5	0	1
COC(=O)c1cc(OC)c(OC)cc1NC(=S)N1CCN(C)CC1	-3	-3	1	-2.8	-1.9	4	-4	3	-5	7
O=C(Nc1cccc(C(=O)O)c1)/C(=C\c1ccccc1)NC(=O)c1cccc2ccccc12	-1	-1	-2	-2.1	-2.4	-4	3	2	7	-8
O=C(Cc1ccccc1[N+](=O)[O-])Nc1ccccc1C(=O)N1CCCC1	5	-1	4	0.2	-0.6	3	3	4	8	-6
C/C(=N/NC(=O)c1cnccn1)c1cccs1	0	.	-1	3.7	0.6	3	-2	-3	3	53
COCCSc1ccccc1C(=O)N1CCN(Cc2ccccc2)CC1	3	-1	-1	-4.6	-2.9	0	-14	-4	-3	-10
CCOc1cc(NC(=O)c2ccccc2C)c(OCC)cc1NC(=O)C1=Cc2ccccc2OC1	0	.	6	-0.3	-2.2	3	4	-1	.	.
COc1ccc(CCN(Cc2ccccn2)C(=S)Nc2ccc(C)cc2)cc1OC	0	0	-1	-0.4	-2.1	0	1	3	5	-14
CC1(C)CC(NC(=O)C23CCC(C)(C(=O)C2)C3(C)C)CC(C)(C)N1 (stereo unspecified)	-5	0	-2	0.4	-3.0	6	1	1	-3	2
COc1ccc(NC(=O)CC2SC(=NCC3CCCO3)NC2=O)c([N+](=O)[O-])c1 (stereo unspecified)	-8	-1	-1	-0.6	-5.1	5	3	1	-3	7
CCOc1cccc(C(=O)NC(=S)Nc2ccc(N3CCN(CC)CC3)cc2)c1	-4	-6	1	-6.4	-2.6	39	4	-10	5	7
O=C(Nc1ccc2c(c1)OCCO2)c1ccc2nccnc2c1	1	17	2	1.2	-4.0	-15	5	-1	-4	46
Cc1ccc(NC(=O)CSCC(=O)NCc2ccco2)cc1	-1	-1	-5	0.1	-1.6	-9	0	0	0	-6
Cc1cc(C)c(C(=O)NC2CCCc3c2cnn3-c2cccc(C)c2C)o1 (stereo unspecified)	-1	-3	-1	0.5	0.2	-4	-4	-4	14	-7
O=C(CC1CCCC1)N1CCN(S(=O)(=O)c2cccc(F)c2)CC1	.	-2	-2	1.2	-0.1	19	5	1	-13	1
COc1ccc(/C=C2\CCC(C3CCCC3)C2=O)cc1Cn1nc(C)cc1C (stereo unspecified)	0	-1	2	1.6	-0.1	-9	0	-3	4	-5
CCOC(=O)c1ccc(-n2c(C)nc3ccc(Br)cc3c2=O)cc1	-2	1	-3	0.4	-0.5	22	-5	-7	-1	.
N#Cc1c2c(c(-c3ccccc3Cl)[nH]c1=S)CCCC2	-5	-1	-1	-1.5	-2.4	-1	0	-10	1	-9
COc1ccc(C(=O)N2CCN(C(=O)Cc3ccccc3)CC2)cc1	-7	1	-1	0.5	-1.6	8	0	2	0	-10
COc1ccc(Cn2nnnc2C(c2cccs2)N2CCN(c3ccc([N+](=O)[O-])cc3)CC2)cc1 (stereo unspecified)	0	-5	1	-0.3	-1.9	9	5	-3	6	.
CN(C(=O)c1ccc(NC(=O)Cc2cccc(NC(=O)C3CCN(C(=O)C4CCCC4)CC3)c2)cc1)C1CC1	-11	-1	6	-0.3	-0.2	4	0	-3	-6	4
COc1ccc(Oc2c(C)oc3c(CN4CCOCC4)c(O)ccc3c2=O)cc1	-1	.	-1	-0.3	-1.1	9	3	-2	-32	-6
CCN(CC)S(=O)(=O)c1ccc(OC)c(NC(=O)OCc2ccccc2)c1	-5	-3	4	-1.5	-3.3	1	8	-7	-11	-10
CC(C)C(=O)NC(Nc1cc(C(F)(F)F)ccc1Cl)C(Cl)(Cl)Cl (stereo unspecified)	-3	.	0	.	-0.7	-3	2	-5	-24	-3
CC(=O)N1CC[n+]2c(-c3ccc([N+](=O)[O-])cc3)csc21	.	1	2	2.3	0.0	-8	5	-2	2	.
COc1cccc(C(=O)Nc2ccc(N3CCN(C(=O)c4cccs4)CC3)cc2)c1	-4	-13	6	-1.0	-2.7	-3	7	-6	4	-21
CNC(=O)c1[nH]cnc1C(=O)N[C@@H](C)C(=O)OCc1ccccc1	0	3	2	-6.4	-0.5	-2	-3	-1	2	-5
CCN(C(=O)COC(=O)c1sccc1C)c1c(N)n(Cc2ccccc2)c(=O)[nH]c1=O	15	-1	-10	1.5	-0.3	5	-7	0	27	2
N#Cc1c(SCC(=O)Nc2nccs2)sc2c(O)cc(=O)[nH]c12	-14	4	0	2.9	-2.8	-4	-7	-11	-1	0
O=C(NCCN1CCOCC1)C1CCN(c2nc3ccccc3o2)CC1	1	-1	0	0.8	0.2	-10	-10	3	-1	3
CCCCCCn1c(N2CCN(c3ccccc3)CC2)nc2c1c(=O)[nH]c(=O)n2C	-4	.	5	1.1	-2.0	6	-1	-17	-10	2
O=C(Cn1ncc2c(=O)oc3ccccc3c21)NCCCN1CCCC1=O	-1	1	0	-2.1	0.8	22	9	-1	2	5
COc1ccccc1NC(=O)c1ccc(NC(=O)COC(=O)CC(NC(=O)c2ccccc2Cl)c2ccccc2)cc1 (stereo unspecified)	3	-3	-2	2.1	-1.4	-2	4	4	-5	16
Cc1cc(=O)[nH]c(N/N=C/c2ccc(Cl)c([N+](=O)[O-])c2)n1	-3	-1	1	0.9	-2.9	-16	1	11	-4	0
CC1(C)CC(=O)C2=C(C1)OC1=C(C2)C(=O)CC(C)(C)C1	-2	.	146*	1.4	0.4	-4	-4	-3	7	-1
CCC1(c2ccc(F)cc2)NC(=O)N(CC(=O)N2c3ccccc3NC(=O)CC2C)C1=O (stereo unspecified)	4	0	-2	-1.5	-2.1	-18	-1	1	10	-5
COc1ccc(Cc2nnc(NC(=O)Nc3ccc(C)cc3)s2)cc1OC	15	0	1	0.4	-1.2	0	-3	-7	1	40
COc1ccccc1N1C(=O)CC(Nc2ccc(N3CCOCC3)cc2)C1=O (stereo unspecified)	-1	-12	-2	-1.7	-2.3	2	1	-4	9	-7
CCOc1ccc(OCCCC(=O)Nc2cc(S(=O)(=O)N3CCOCC3)ccc2N2CCOCC2)cc1	.	-6	6	1.6	-1.1	4	0	-7	6	-6
Clc1ccc(SCCOCCN2CCOCC2)cc1	1	-1	4	0.1	0.4	-2	-4	5	-1	.
Cn1c(=O)c2c(nc(CN3CCN(Cc4ccccc4)CC3)n2Cc2ccc(F)cc2)n(C)c1=O	-4	-6	2	-1.2	-0.2	7	5	-12	1	.

Screening results as filed in PubChem BioAssay.

An unsorted share of the library; 4.1% or so of the library scored in one or more.
